LmPK inhibitor: qHTS Assay for Inhibitors of Leishmania Mexicana Pyruvate Kinase (LmPK); purified LmPK, Kinase-Glo ATP luminescence, 1 h; AID 1721, 2009; 290,000 tested, 0.37% active; Q27686; Potency, µM (highest dose often 57.5 µM), for inactives: at the top dose activity change, negative = inhibition, usual class: inhibitors; further: potency means the concentration at half of the fitted maximal effect; on the % scale 0 is the no-effect control and ±100 the full control effect
Target sequence (Q27686 whole entry, looked up): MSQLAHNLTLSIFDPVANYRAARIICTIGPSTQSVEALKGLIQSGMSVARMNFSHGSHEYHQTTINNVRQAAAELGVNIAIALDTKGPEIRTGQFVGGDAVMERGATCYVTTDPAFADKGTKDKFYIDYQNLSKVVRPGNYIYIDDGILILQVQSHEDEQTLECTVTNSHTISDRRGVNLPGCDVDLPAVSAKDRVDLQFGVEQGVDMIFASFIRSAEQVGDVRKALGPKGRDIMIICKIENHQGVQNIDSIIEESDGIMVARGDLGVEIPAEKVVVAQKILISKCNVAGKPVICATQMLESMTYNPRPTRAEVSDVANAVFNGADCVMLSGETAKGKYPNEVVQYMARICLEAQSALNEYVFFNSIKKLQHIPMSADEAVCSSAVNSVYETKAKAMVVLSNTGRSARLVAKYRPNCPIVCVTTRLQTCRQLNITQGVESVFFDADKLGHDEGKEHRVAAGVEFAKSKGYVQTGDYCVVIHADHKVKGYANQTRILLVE
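Screened at intermediate enzyme activity to detect both inhibitors and activators: LmPK at 0.1 nM, with a 0.5 nM enzyme column as activation reference. PEP 0.5 mM, ADP 0.1 mM; ATP detected by luminescence after 1 h.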
Shiga inhibitor: A qHTS for Small Molecule Inhibitors of Shiga Toxin; Vero cells, Shiga toxin protein synthesis inhibition reporter; inhibition, % at 38.7 µM; 290,000 tested, 9.2% active; in the data active means inhibition mostly above about 28%, no sharp cut-off; inactive means mostly below about 43%; further: 0% is about no effect
AMA1 RON2 block: qHTS for Inhibitors of AMA1-RON; Towards Development of Antimalarial Drug Lead: Primary Screen | AlphaScreen AMA1-biotinylated RON2 peptide binding | Potency, µM (series often up to 58.2 µM), for the others: top-dose activity change, negative = inhibition, most hits filed as inhibitors | 360,000 tested, 0.2% active;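 further: potency means the concentration at half of the fitted maximal effect; 0% = vehicle wells and -100% = peptide control; nearly all actives have a fitted effect of over 45% in size; some results filed as inactive show a strong effect at the top dose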
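AMA1 (3D7) with his tag at 25 nM final met compounds first, then biotinylated RON2 peptide at 25 nM; detection used donor plus acceptor beads, 10 µg/mL apiece, read by AlphaScreen after 30 min at room temperature.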
Cycloheximide cs: Cycloheximide Counterscreen for Small Molecule Inhibitors of Shiga Toxin. cell reporter, cycloheximide protein synthesis inhibition counterscreen. max response, %. 300,000 tested, 12% active; in the data active means max response mostly above about 13%, no sharp cut-off; inactive means mostly below about 14%; further: read at 38.3 µM for the half of the compounds with a filed dose; 0% is about no effect
Pf growth 96h: Primary qHTS for delayed death inhibitors of the malarial parasite plastid, 96 hour incubation; 320,000 tested, 6.9% active; AID 504834, 2011; Potency, µM (doses to about 28.7 µM), for the others: at the highest dose activity change, negative = inhibition, usual class: inhibitors; P. falciparum luciferase reporter growth, 96 h; further: potency means the concentration at half of the fitted maximal effect; on the % scale 0 is the no-effect control and ±100 the full control effect
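P. falciparum expressing integrated firefly luciferase grown in erythrocytes (2% hematocrit, 0.05% parasitemia final) with compounds for 96 hours at 37 C, 5% CO2. Growth inhibition read as loss of luminescence after adding luciferase detection reagent.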
TbPYK inhibitor: qHTS of Trypanosoma Brucei Inhibitors | 410,000 tested, 0.12% active | Potency, µM (top dose mostly 76.8 µM), for inactives: at the highest dose activity, negative = inhibition, actives largely listed as inhibitors | TbPYK enzyme, Kinase-Glo Plus ATP luminescence, 45 min; further: potency means the concentration at half of the fitted maximal effect; on the % scale 0 is the no-effect control and ±100 the full control effect; nearly all actives have a fitted effect of over 50% in size
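Quantitative HTS: titrated library compounds versus trypanosomal pyruvate kinase in TEA buffer (pH 7.2) containing KCl, MgCl2, BSA and Tween-20. Reactions were initiated with ADP, 130 uM final. Kinase-Glo Plus luminescence was read after 45 min at RT.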
Pf growth 48h: Primary qHTS for delayed death inhibitors of the malarial parasite plastid, 48 hour incubation; P. falciparum luciferase growth in erythrocytes, 48 h; Potency, µM (doses to about 28.7 µM), for inactives: at the highest dose activity change, negative = inhibition, usual class: inhibitors; 310,000 tested, 5.9% active; AID 504832, 2011; further: potency means the concentration at half of the fitted maximal effect; on the % scale 0 is the no-effect control and ±100 the full control effect
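A one-generation exposure of luciferase-tagged malaria parasites in RPMI 1640/Albumax erythrocyte culture, 37 C and 5% CO2. Inhibition is inferred from decreased luminescence after adding detection reagent.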
Numbers without * were called inactive; ? = inconclusive; / = not tested or not shown; & = joins results of further samples; [ ] = dose if it differs, or a comment. Unless noted, the call rests on the fitted dose curve; in most records, active means well fitted curve in the direction sought with a large enough effect; inconclusive means small, poorly fitted or top-dose-only effect, or another doubt; inactive means no such curve, though single readings can be large; an effect the other way counts as inactive or inconclusive.

molecule,LmPK inhibitor,Shiga inhibitor,AMA1 RON2 block,Cycloheximide cs,Pf growth 96h,TbPYK inhibitor,Pf growth 48h
O=C(c1ccc(Cn2cc(Br)cn2)o1)n1cccn1,14%,-3,13%,-4,-26%,0%,-8%
S=C(NC1CC1)N1CCCc2ccccc21,-10%,5,23%,-2,?,-9%,8%
O=C1Nc2cc(C(=O)N3CCC4(CC3)OCCO4)ccc2NC1CSCc1cccc(F)c1 (centres undefined),22%,-5,/,6,1%,/,-7%
CCOC(=O)c1sc(NCCNc2nc(C)c(C(=O)OCC)s2)nc1C,3%,8,-1%,-3,?,2%,-22%
CCn1c(SCC(=O)NC2CCCCC2)nnc1C(C)NC(=O)c1ccccc1F (centres undefined),-5%,-4,-15%,-2,?,-13%,14%
Cc1cccc(Oc2sc(C(=O)c3ccccc3)c(N)c2C#N)c1C,5%,-13,-23%,3,?,-9%,?
CC(C)(C)N(Cc1ccccc1)C(=O)COC(=O)CNS(=O)(=O)c1ccc2ccccc2c1,/,/,2%,/,8%,1%,0%
Cc1ccc(C(=O)CNc2ccc(F)cc2)cc1,3%,46*,-3%[11.6 µM],13*,?,-14%,-8%
CC(C)[C@H](N)c1nnc(SC/C=C/c2ccccc2)o1,-1%,-8,28%,-4,58%[activator],-16%,-1%
O=C(Nc1ccc(N2CCCCCC2)cc1)c1ccccc1Cl,0%,53*,?,34*,?,4%,52%[activator]

The final seven entries of the part above open the next one.
molecule,LmPK inhibitor,Shiga inhibitor,AMA1 RON2 block,Cycloheximide cs,Pf growth 96h,TbPYK inhibitor,Pf growth 48h
CCOC(=O)c1sc(NCCNc2nc(C)c(C(=O)OCC)s2)nc1C,3%,8,-1%,-3,?,2%,-22%
CCn1c(SCC(=O)NC2CCCCC2)nnc1C(C)NC(=O)c1ccccc1F (centres undefined),-5%,-4,-15%,-2,?,-13%,14%
Cc1cccc(Oc2sc(C(=O)c3ccccc3)c(N)c2C#N)c1C,5%,-13,-23%,3,?,-9%,?
CC(C)(C)N(Cc1ccccc1)C(=O)COC(=O)CNS(=O)(=O)c1ccc2ccccc2c1,/,/,2%,/,8%,1%,0%
Cc1ccc(C(=O)CNc2ccc(F)cc2)cc1,3%,46*,-3%[11.6 µM],13*,?,-14%,-8%
CC(C)[C@H](N)c1nnc(SC/C=C/c2ccccc2)o1,-1%,-8,28%,-4,58%[activator],-16%,-1%
O=C(Nc1ccc(N2CCCCCC2)cc1)c1ccccc1Cl,0%,53*,?,34*,?,4%,52%[activator]
O=C(Nc1cccc(-c2ccc(F)cc2)c1)C1CCCN(Cc2cccnc2)C1 (centres undefined),4%,9,-10%,-5,-27%,3%,?
Cc1ccc2cc(C#N)c(N3CCCC3)nc2c1C,-4%,-5,80%[activator],7,112%[activator],-3%,-4%
COc1ccc(NC2CC(=O)N(c3ccc(C(=O)O)cc3)C2=O)cc1 (centres undefined),0%,4,19%,7,-9%,1%,1%
CCOC(=O)N1CCN(S(=O)(=O)c2ccc(C(=O)Nc3nnc(CC)o3)cc2)CC1,2%,-14,33%[activator],9,0%,7%,?
CCOc1ccccc1C(=O)n1nc2nc(C)cc(C)c2c1N,-8%,6,-12%,1,-8%,-5%,-4%
CC(C)[C@H](NC(=O)c1ccco1)C(=O)Nc1ccc(OC(F)F)cc1,0%,2,0%,-1,-1%,15%,-22%
C=C1CCN([C@H](C(=O)NCc2ccco2)C(C)C)S(=O)(=O)c2ccccc21,6%,-4,0%,-3,36%[activator],3%,-6%
C=CCOc1ccc(/C=C/C(=O)N2CCCN(S(=O)(=O)c3c(C)noc3C)CC2)cc1,/,/,15%,/,?,0%,?
CCOc1ccc(-c2csc3ncn(-c4ccc(OC)cc4)c(=O)c23)cc1,8%,11,3%,-2,406%[activator],2%,?
CCOC(=O)c1c(S(=O)(=O)Nc2ccc(F)cc2C)c(C)n(C)c1C,-1%,-8,-13%,-1,15µM*,-2%,-3%

Other entries follow.
molecule,LmPK inhibitor,Shiga inhibitor,AMA1 RON2 block,Cycloheximide cs,Pf growth 96h,TbPYK inhibitor,Pf growth 48h
O=C(NC1=C(NC2CCS(=O)(=O)C2)C(=O)c2ccccc2C1=O)c1ccccc1 (centres undefined),0%,39,2%,21,?,-22%,1.7µM*
Cn1c(SCC(=O)NCC2CCCO2)ncc(C(=O)Nc2ccccc2)c1=O (centres undefined),/,/,-14%,/,?,-2%,20%
COc1ccc(C(=O)COC(=O)c2nc3nccc(C)n3n2)cc1F,/,/,0%,/,-15%,0%,-4%
Clc1ccc(Cn2nc(-c3ccccc3)nc2-c2ccccc2)cc1,-8%,-5,2%,7,-36%,-13%,25%
O=C(Oc1cccc(C(=S)N2CCOCC2)c1)c1ccc([N+](=O)[O-])cc1[N+](=O)[O-],-4%,1,-25%,-3,18%,-1%,18%
COc1ccc(N2CC(C(=O)NCc3cccnc3)CC2=O)cc1 (centres undefined),2%,-17,-5%,-4,6%,-3%,17%
Cc1ccc(-c2nc(C)sc2CC(=O)O)cc1,10%,-14,19%,-1,/,-5%,9%
COc1ccc(-c2csc(C3=C(O)CN(CCCN4CCCC4=O)C3=N)n2)cc1OC,8%,20,24%,12,9%,3%,-1%
C#CCn1c(S(=O)(=O)Cc2ccc(C)cc2)nc(-c2ccccc2)c1-c1ccccc1,3%,-10,-19%&-22%,8,?,-7%,?
O=C(O)c1ccc(N/N=C/c2cccc(F)c2)cc1,?,69*,-9%,81*,267%[activator],-14%,214%[activator]

(more compounds)
molecule,LmPK inhibitor,Shiga inhibitor,AMA1 RON2 block,Cycloheximide cs,Pf growth 96h,TbPYK inhibitor,Pf growth 48h
CN(C)S(=O)(=O)N1CCC(Oc2ccc(C(=O)NCc3cnn(C)c3)cc2)CC1,3%,-5,-8%,7,?,-4%,-9%
CC(OC(=O)c1ccc(Cl)nc1)C(=O)NC1(C#N)CCCCC1 (centres undefined),/,/,-12%,/,20%,0%,31%[activator]
CNS(=O)(=O)c1cccc(C(=O)OCc2cc(=O)oc3c(C)c(O)ccc23)c1,2%,21,3%,2,?,2%,?
Cc1cc(C)n(-c2nc(SCC(=O)N3CCCC3)c3c4c(sc3n2)CCCC4)n1,5%,-5,-13%,6,-21%,-1%,?
COCCN(CCOC)c1nc(-c2ccc([N+](=O)[O-])cc2)nc2ccccc12,0%,-30,-6%,1,0%,2%,5%
O=C(COC(=O)CCS(=O)(=O)c1ccc(Cl)cc1)NC1CCCCC1,3%,-18,21%,7,5%,1%,/
Cn1c(CCN2CCCC2)nc2cc(NS(=O)(=O)c3ccc(Cl)cc3)ccc21,0%,-5,35%[activator],8,?,-1%,?
COc1ccc(N2CCN(C(=O)C(=O)c3c[nH]c4ccccc34)CC2)cc1,-1%,-5,-2%,0,?,-2%,7%
Cc1ccc(-c2nnc(SCC(=O)NC3CC3)n2N)cc1,4%,-4,-7%,-1,21%,3%,4%
Cc1ccc(S(=O)(=O)N(CC(=O)N2CCC(C)CC2)c2cccc(C)c2)cc1,1%,19,0%,6,25%,-16%,/

Further entries
molecule,LmPK inhibitor,Shiga inhibitor,AMA1 RON2 block,Cycloheximide cs,Pf growth 96h,TbPYK inhibitor,Pf growth 48h
Cc1ccc(C(=O)NNC(=O)c2ccncc2)cc1S(=O)(=O)N1CCCCC1,/,/,23%,/,?,-2%,?
O=C1[C@@H]2[C@@H]3C[C@@H]([C@H]4ON=C(c5ccc(Cl)cc5Cl)[C@@H]34)[C@@H]2C(=O)N1C1CCCCC1,0%,-9,-21%,31*,?,-20%,-10%
COc1ccc(CCNC(=O)CCCn2c(=O)[nH]c3cc(OC)c(OC)cc3c2=O)cc1OC,-1%,-15,1%,-2,66%[activator],1%,-23%
COc1ccc(Cc2noc(-c3ccccc3)n2)cc1OC,7%,59,-2%,11,33%[activator],-17%,15%
Cc1csc(SCC(=O)NC(=O)C2CCCCC2)n1,1%,21,0%,-2,3%,1%,/
Cc1ccc(N2N=C(c3ccc(Br)cc3)CCC2=O)cc1,2%,-5,-2%,6,-18%,-5%,14%
Cc1ccc(CNC(=O)CS(=O)CC(=O)O)cc1 (centres undefined),-11%,-17,21%,-4,-17%,-2%,/
CCc1ccc(C(=O)NNC(=O)c2ccc(OCC(=O)N3CCOCC3)c(OC)c2)cc1,/,/,-2%,/,0%,6%,4%
CC1(C)CC(Nc2ccc(C(F)(F)F)cc2[N+](=O)[O-])CC(C)(C)N1,-4%,-22,8%,-5,-24%,-2%,?
O=C(Cc1ccc(-n2cccc2)cc1)NCc1cccs1,-1%,26,16%,-5,?,1%,-7%

(further entries)
molecule,LmPK inhibitor,Shiga inhibitor,AMA1 RON2 block,Cycloheximide cs,Pf growth 96h,TbPYK inhibitor,Pf growth 48h
CCN(CC)c1ccc(/C=N/NC(=S)NC)c(O)c1,5%,77*,17%,30*,-22%,-7%,?
COC(=O)c1ccc(NC(=O)Cn2nc(C)cc2C)cc1,1%,-6,17%,-2,-14%,0%,12%
O=C1CCc2cc(S(=O)(=O)N3CCC(C(=O)NCc4ccccc4Cl)CC3)ccc2N1,2%,-5,6%,6,13µM*,-1%,/
CC12CC3(C)CC(C)(C1)CC(C(=O)NCCc1ccc(S(N)(=O)=O)cc1)(C2)C3,1%,-7,-2%,-2,4%,-3%,4%
O=C(NC1CCCCCCC1)c1ccc2c(c1)N(Cc1ccc(F)cc1)C(=O)CS2=O (centres undefined),4%,-12,10%,1,?,5%,12µM*
COc1ccc(N(Cc2cc3cccc(C)c3[nH]c2=O)S(=O)(=O)c2ccc(OC)cc2)cc1,1%,-3,-2%,-1,?,-6%,?
Cc1ccc(S(=O)(=O)CCc2nnc(NC(=O)c3ccco3)s2)cc1,10%,16,-1%,2,25%,-4%,3%
CCc1ccc(S(=O)(=O)NCc2csc(-c3ccccc3)n2)s1,2%,15,10%,-7,13%,3%,-1%
O=C(O)c1ccc(Oc2c(C(F)(F)F)oc3cc(O)ccc3c2=O)cc1,1%,17,-13%,-2,311%[activator],5%,122%[activator]

Limited to Cycloheximide cs, Shiga inhibitor and TbPYK inhibitor (two entries from above):
molecule	Cycloheximide cs	Shiga inhibitor	TbPYK inhibitor
COc1ccc(CCNC(=O)CCCn2c(=O)[nH]c3cc(OC)c(OC)cc3c2=O)cc1OC	-2	-15	1%
COc1ccc(Cc2noc(-c3ccccc3)n2)cc1OC	11	59	-17%

Screening results: PubChem BioAssay, National Center for Advancing Translational Sciences (NCATS)
